Assay outcomes from PubChem BioAssay.
PfHsp40 yeast: rescue of PfHsp40-mediated yeast toxicity. growth rescue, % at 12.5 µM. S. cerevisiae expressing PfHsp40, growth rescue, ATP luminescence. 340,000 tested, 0.68% active; in the data active = growth rescue above about 28%, passing the limit was not always enough; inconclusive = no clear call, values can overlap the other calls;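 also: yeast W303a lacking pdr1 and pdr3 grown in galactose medium; growth measured after three days at 30 °C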
SSB-PriA inh: K. pneumoniae PriA-SSBct interaction inhibition. AlphaScreen SSBct-PriA binding, biotinylated peptide. inhibition, % at 33 µM. 430,000 tested, 0.6% active. AID 1272365; in the data active = inhibition mostly above about 37%, no sharp cut-off; inactive = mostly below about 20%;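 also: plate controls were negative control peptide for no effect and reference peptide for full effect; strong numbers were not always called active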
Y pestis TopoI: inhibitors of Yersinia pestis topoisomerase I. AID 504884. activity, % at 10 µM. Y. pestis Topo-I cleavage product accumulation, plate reader. 360,000 tested, 0.064% active; in the data active = activity above about 50%, passing the limit was not always enough; inconclusive = no clear call, values can overlap the other calls; also: inactives centre near 2
DUSP3 inh: blocks human VHR1 dual specificity phosphatase; AID 1654; 290,000 tested, 0.52% active; recombinant VHR phosphatase, pNPP absorbance; inhibition, % at 13.3 µM; P51452; in the data active = inhibition above about 50%; also: some compounds called inactive have numbers as strong as hits
BoNT A protease: blocks Botulinum neurotoxin A light chain protease; multiplex microsphere protease substrate cleavage, flow cytometry; AID 588499; inhibition, % at 10 µM; 360,000 tested, 0.17% active; also: plate controls were buffer without enzyme for full effect and enzyme alone for no effect
BH1578 lux ind: quorum light induction in luxS cqsA deficient V. cholerae; V. cholerae BH1578 lux reporter, luminescence, 6 h; activation, % at 18.7 µM; 350,000 tested, 0.16% active; in the data active = activation mostly above about 9.7%, no sharp cut-off; inconclusive = no clear call, values can overlap the other calls; inactive = mostly below about 3.7%; also: not every result past the cut was called active; inactives centre near 0; reference of the scale not given here
SARS 3CLpro inh: SARS-CoV 3CLpro protease inhibition. P0C6X7. recombinant SARS-CoV 3CLpro, quenched FRET peptide cleavage. inhibition, % at 6 µM. 290,000 tested, 0.14% active. AID 1706; in the data active = inhibition above about 12%
TcdB GH inh: TcdB glycohydrolase inhibition. P18177. TcdB glycohydrolase enzymatic assay, plate reader. inhibition, % at 9.99 µM. 350,000 tested, 0.24% active. AID 652162; in the data active = inhibition above about 10%
Target sequence (P18177 whole entry, looked up): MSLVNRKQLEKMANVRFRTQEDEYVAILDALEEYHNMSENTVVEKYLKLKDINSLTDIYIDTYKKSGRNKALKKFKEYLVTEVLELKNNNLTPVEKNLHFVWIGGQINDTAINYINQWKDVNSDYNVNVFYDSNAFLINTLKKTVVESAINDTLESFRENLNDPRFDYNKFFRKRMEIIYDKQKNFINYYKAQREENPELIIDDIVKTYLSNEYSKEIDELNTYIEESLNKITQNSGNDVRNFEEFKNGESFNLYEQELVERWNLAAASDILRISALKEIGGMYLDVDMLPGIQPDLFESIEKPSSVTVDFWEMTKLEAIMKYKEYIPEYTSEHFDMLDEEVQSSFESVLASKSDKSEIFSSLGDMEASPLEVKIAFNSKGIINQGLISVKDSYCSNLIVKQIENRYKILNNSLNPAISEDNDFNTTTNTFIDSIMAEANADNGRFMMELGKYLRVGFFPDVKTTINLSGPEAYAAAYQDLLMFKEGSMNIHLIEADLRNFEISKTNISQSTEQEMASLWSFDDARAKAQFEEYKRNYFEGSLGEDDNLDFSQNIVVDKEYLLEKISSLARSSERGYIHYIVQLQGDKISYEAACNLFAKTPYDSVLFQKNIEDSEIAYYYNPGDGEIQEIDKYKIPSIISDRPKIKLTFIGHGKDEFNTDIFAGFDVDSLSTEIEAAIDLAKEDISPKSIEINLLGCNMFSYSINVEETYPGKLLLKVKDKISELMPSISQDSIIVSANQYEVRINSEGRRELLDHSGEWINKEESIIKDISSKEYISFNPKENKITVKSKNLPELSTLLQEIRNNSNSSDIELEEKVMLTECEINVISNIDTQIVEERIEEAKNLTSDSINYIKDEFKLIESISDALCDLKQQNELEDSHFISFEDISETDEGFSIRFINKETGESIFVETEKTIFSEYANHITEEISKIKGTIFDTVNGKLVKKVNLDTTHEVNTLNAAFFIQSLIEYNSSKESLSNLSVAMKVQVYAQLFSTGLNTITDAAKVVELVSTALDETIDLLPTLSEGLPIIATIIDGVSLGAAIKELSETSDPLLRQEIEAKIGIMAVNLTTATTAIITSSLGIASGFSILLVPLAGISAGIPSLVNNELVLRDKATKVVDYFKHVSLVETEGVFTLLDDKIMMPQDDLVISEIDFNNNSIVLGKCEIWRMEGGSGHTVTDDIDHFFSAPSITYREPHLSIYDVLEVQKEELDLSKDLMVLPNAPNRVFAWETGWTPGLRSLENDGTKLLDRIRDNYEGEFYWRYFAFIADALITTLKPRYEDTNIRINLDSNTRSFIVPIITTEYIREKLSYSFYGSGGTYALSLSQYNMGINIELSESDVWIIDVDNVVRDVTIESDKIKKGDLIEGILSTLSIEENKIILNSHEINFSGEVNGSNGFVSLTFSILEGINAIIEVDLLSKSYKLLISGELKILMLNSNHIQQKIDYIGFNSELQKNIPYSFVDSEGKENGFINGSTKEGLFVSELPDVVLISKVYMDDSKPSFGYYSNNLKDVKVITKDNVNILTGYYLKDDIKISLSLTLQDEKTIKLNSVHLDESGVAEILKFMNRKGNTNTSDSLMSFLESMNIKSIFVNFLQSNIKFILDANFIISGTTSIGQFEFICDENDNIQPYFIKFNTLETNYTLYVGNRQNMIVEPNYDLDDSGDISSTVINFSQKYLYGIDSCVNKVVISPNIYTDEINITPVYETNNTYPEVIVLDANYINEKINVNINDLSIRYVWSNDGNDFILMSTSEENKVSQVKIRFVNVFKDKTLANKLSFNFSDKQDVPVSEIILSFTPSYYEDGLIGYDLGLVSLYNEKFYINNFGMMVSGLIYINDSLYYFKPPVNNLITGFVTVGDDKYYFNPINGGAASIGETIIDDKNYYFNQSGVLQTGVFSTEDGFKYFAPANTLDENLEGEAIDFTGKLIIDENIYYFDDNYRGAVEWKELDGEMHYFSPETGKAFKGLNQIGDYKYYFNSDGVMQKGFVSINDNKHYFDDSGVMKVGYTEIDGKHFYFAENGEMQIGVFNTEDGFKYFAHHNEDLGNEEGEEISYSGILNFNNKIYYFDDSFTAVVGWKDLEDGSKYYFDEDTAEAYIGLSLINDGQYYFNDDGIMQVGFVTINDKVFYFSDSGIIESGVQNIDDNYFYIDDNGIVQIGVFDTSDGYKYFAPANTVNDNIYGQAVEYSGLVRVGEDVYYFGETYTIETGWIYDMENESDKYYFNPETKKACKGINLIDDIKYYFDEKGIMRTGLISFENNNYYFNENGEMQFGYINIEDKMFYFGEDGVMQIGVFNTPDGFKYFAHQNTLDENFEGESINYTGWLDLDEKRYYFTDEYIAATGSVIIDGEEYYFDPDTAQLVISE
CCHFV vOTU inh: CCHFV vOTU protease inhibition | Pep-AMC fluorescence | inhibition, % at 11.5 µM | 370,000 tested, 0.55% active | AID 651958; in the data active = inhibition above about 30%; also: 0% = vehicle wells with enzyme and 100% = no enzyme wells
Anthrax LF inh2: blocks Bacillus anthracis lethal factor protease. P15917. 360,000 tested, 0.12% active. multiplex microsphere protease cleavage assay, LF. AID 588501. inhibition, % at 10 µM; also: plate controls were buffer without enzyme for full effect and enzyme alone for no effect
* marks the source's active call; other numbers are inactive results; i = inactive; ? = inconclusive; . = no result given. Rule as the data show it, unless noted: active = inhibition above about 30%; inconclusive = no clear call, values can overlap the other calls; inactive = below that. This is a subset, so the mix of outcomes need not match the whole.

canonical_smiles,PfHsp40 yeast,SSB-PriA inh,Y pestis TopoI,DUSP3 inh,BoNT A protease,BH1578 lux ind,SARS 3CLpro inh,TcdB GH inh,CCHFV vOTU inh,Anthrax LF inh2
Cc1noc2ncnc(Sc3ccc(Cl)cc3)c12,0.1,-12,4,25,0.0,-3.6,0,.,-2,0
CCCCCCCn1c(=O)c(C(=O)OC)c(N)c2ccccc21,245*,-1,2,-22,0.1,-0.6,1,1.9,19,12
O=C(CSc1ncccn1)NN=C1CCCCCCC1,0.3,-4,-7,43,-0.4,i,5,.,6,0
COc1cccc(-c2noc(-c3ccc4c(c3)OCO4)n2)c1,-0.3,-4,-3,12,0.2,0.9,2,-0.3,-11,1
S=C(NCc1ccco1)N1CCN(c2nc(-c3ccc(Cl)cc3)cs2)CC1,19,4,8,27,-0.8,i,1,-0.6,17,-4
COC(=O)C1=C(C)N(Cc2ccco2)C(=O)C1,0.8,-18,4,18,-0.1,-1.6,1,.,1,0
CCSC1=C(C#N)C(c2ccc(C)s2)CC(=O)N1 (stereo unspecified),-0.9,-3,-1,9,?,i,-4,0.7,-4,-2
Cn1cccc1CC(=O)NNC(=S)Nc1ccc(Cl)cc1,1.7,-1,2,-4,-0.6,-0.3,-6,0.3,0,-3
COc1ccc(N(Cc2cc3cc(C)ccc3[nH]c2=O)C(C)=O)cc1,-0.9,-12,7,5,0.7,i,-2,0.5,2,12
CCCCN(CCCNC(=S)NCCCc1cnc[nH]1)c1ccc(Br)cn1,.,.,5,.,-0.8,-0.7,.,4.0,0,-3
Cc1ccc(C(C(=O)NC2CCCC2)N(Cc2ccc(F)cc2)C(=O)c2csnn2)o1 (stereo unspecified),0.5,-4,23,3,-0.5,-0.2,-2,.,3,-2
O=C(Cc1ccccc1Cl)N1CCN(c2ccccn2)CC1,1.1,0,7,22,0.9,i,6,1.0,-2,2

Given with each value named: entries from further up
SMILES: O=C(CSc1ncccn1)NN=C1CCCCCCC1
  PfHsp40 yeast: 0.3
  SSB-PriA inh: -4
  Y pestis TopoI: -7
  DUSP3 inh: 43
  BoNT A protease: -0.4
  BH1578 lux ind: i
  SARS 3CLpro inh: 5
  TcdB GH inh: .
  CCHFV vOTU inh: 6
  Anthrax LF inh2: 0
SMILES: COc1cccc(-c2noc(-c3ccc4c(c3)OCO4)n2)c1
  PfHsp40 yeast: -0.3
  SSB-PriA inh: -4
  Y pestis TopoI: -3
  DUSP3 inh: 12
  BoNT A protease: 0.2
  BH1578 lux ind: 0.9
  SARS 3CLpro inh: 2
  TcdB GH inh: -0.3
  CCHFV vOTU inh: -11
  Anthrax LF inh2: 1
SMILES: COC(=O)C1=C(C)N(Cc2ccco2)C(=O)C1
  PfHsp40 yeast: 0.8
  SSB-PriA inh: -18
  Y pestis TopoI: 4
  DUSP3 inh: 18
  BoNT A protease: -0.1
  BH1578 lux ind: -1.6
  SARS 3CLpro inh: 1
  TcdB GH inh: .
  CCHFV vOTU inh: 1
  Anthrax LF inh2: 0

Continuation:
canonical_smiles,PfHsp40 yeast,SSB-PriA inh,Y pestis TopoI,DUSP3 inh,BoNT A protease,BH1578 lux ind,SARS 3CLpro inh,TcdB GH inh,CCHFV vOTU inh,Anthrax LF inh2
CN(C)/C=C(\c1cnc(Cl)s1)S(=O)(=O)c1ccccc1,0.4,-21,1,22,-1.2,i,5,1.5,11,-9
O=C1NC[C@@H](CCCCN2C[C@H](Cc3ccccc3)N(CCc3ccc(O)cc3)C(=O)C2=O)N(Cc2ccccc2)C1=O,.,.,.,.,0.2,.,.,2.3,-7,1
CCC(CC)=NNc1ccc(S(N)(=O)=O)cc1[N+](=O)[O-],0.3,17,-13,0,-1.1,-0.4,0,1.3,2,-2
NC(=O)c1ccc(NS(=O)(=O)c2ccc(S(=O)(=O)N3CCCC3)cc2)cc1,.,.,-1,.,-0.2,-0.8,.,0.7,-1,-8
Cc1ccc2c(c1)c1c(n2CC(O)Cn2nc(C)c(Br)c2C)C(=O)CCC1 (stereo unspecified),0.1,-18,-1,-1,0.3,.,2,.,7,1
CCOc1ccc(-c2cc(C(=O)NCCCN3CCOCC3)c3ccccc3n2)cc1,-0.2,-8,3,34,-0.7,i,-4,0.4,-48,-2
Cc1cc2ccccc2n2c(SCC(=O)Nc3ccc(S(=O)(=O)N4CCC(C)CC4)cc3)nnc12,0.8,-8,3,0,-0.5,-0.2,1,-4.2,5,-1
Cc1ccc(S(=O)(=O)N(CC(=O)Nc2ccc(F)cc2)C(=O)N2CCN(C)CC2)cc1,2.0,0,-1,.,1.0,i,.,0.0,-4,-7
CCn1cc(Cl)c(C(=O)Nc2c(C)nn(Cc3c(F)c(F)c(F)c(F)c3F)c2C)n1,-0.8,-11,9,33,3.1,-1.2,-4,-6.8,18,4
CN(C)c1ccc(-[n+]2c(-c3ccccc3)cc(-c3ccccc3)cc2-c2ccccc2)cc1,8.2,46,23,22,-1.4,-0.5,2,0.6,-2,0
Cc1ccc(N(C(=O)Cn2nnc3ccccc32)C(C(=O)NCc2ccco2)c2cccnc2)cc1 (stereo unspecified),-0.8,-4,9,12,0.0,2.1,5,.,11,-1
CCOC(=O)N1CCN(C(=S)Nc2cc(S(=O)(=O)N3CCOCC3)ccc2Cl)CC1,0.8,-15,-7,22,0.1,-0.3,-4,2.5,-13,-6
Cc1ccc(C)c(NC(=O)NC2CCCCCCC2)c1,1.5,-12,-1,27,0.8,-0.6,1,1.3,18,-2
S=C(NCC1CCCO1)N1CCN(c2ccc(Cl)c(Cl)c2)CC1 (stereo unspecified),0.2,4,-4,9,-0.6,-0.9,4,0.9,5,-11
CCc1sc(C(=O)NCCc2ccc(S(N)(=O)=O)cc2)cc1Br,-1.0,-32,-7,-2,-0.4,-0.8,3,1.3,-2,-9
CC(CCc1ccccc1)N1CCN(Cc2ccccc2)CC1 (stereo unspecified),-0.9,-2,-1,-10,0.5,-0.2,0,2.0,2,3
COc1cccc(-n2c(SCC(N)=O)nc3ccccc3c2=O)c1,1.2,-7,4,-1,-0.3,-0.5,1,1.3,-4,-2
CCOC(=O)c1cnc2c(C)cccc2c1NCc1ccco1,-1.0,-41,-6,-8,-1.9,-5.9,1,.,-8,-5
COc1cccc(NC(=O)CN(C)C(=O)CC(NC(=O)c2ccccc2Cl)c2ccccc2)c1 (stereo unspecified),0.6,-11,24,.,0.5,-2.5,.,-0.7,-3,-3
O=C(COC(=O)c1ccc(F)c(S(=O)(=O)N2CCOCC2)c1)c1ccc(Cl)cc1,0.1,-14,2,.,-4.7,0.3,.,-1.2,3,-4
Cc1ccc(S(=O)(=O)N2CCOC23CCN(S(=O)(=O)c2c(C)cc(C)cc2C)CC3)cc1,0.4,-6,19,.,1.7,-1.4,.,1.1,0,2
O=C(Cn1nnc2ccccc21)N/N=C\C=C\c1ccccc1,-0.2,.,-3,16,-1.0,0.5,-3,.,5,-7
CCCCN1C(=O)C(O)=C(C(C)=O)C1c1ccc(OC)cc1OC (stereo unspecified),-0.1,-10,0,15,-1.5,i,-2,.,22,-10
CC(=O)Nc1ccc(S(=O)(=O)Nc2ccc(S(=O)(=O)Nc3nccs3)cc2)cc1,-0.2,-1,-7,13,-2.7,i,1,0.9,12,1
O=C(O)c1cccc(CN2C(=O)c3ccccc3C2=O)c1,-2.0,-11,-1,-22,-1.6,0.5,-1,-0.1,9,6
CCn1nnc(NC(=O)c2c(OC)cccc2OC)n1,0.0,-6,1,27,0.6,i,3,.,6,1
O=C(c1cccc(S(=O)(=O)NCc2ccccc2)c1)N1CCN(Cc2ccccc2)CC1,1.0,1,1,4,-1.2,i,1,.,3,-4
CCc1nc2ccc(C(=O)Nc3cccc(NS(C)(=O)=O)c3)cn2c1N(C)CCCc1ccccc1,.,.,8,.,-0.5,i,.,0.3,4,-8
CCCCn1c(N)c(N(CCOC)C(=O)c2cc3c(s2)CCC(C)C3)c(=O)[nH]c1=O (stereo unspecified),0.3,2,11,.,0.7,i,.,1.8,-5,?
CCOC(=O)/C=C1\SC(C)C(=O)N1CC(=O)N(CCC#N)c1ccccc1 (stereo unspecified),-0.4,-7,-1,.,.,-0.3,.,0.4,-4,.
Cc1cccc([C@@H]2[C@@H]3C(=O)N(Cc4ccccc4)C(=O)[C@@H]3[C@]3(Cc4ccccc4)C(=O)N(c4cccc(F)c4)C(=O)N23)c1,1.2,11,-5,.,-0.5,0.0,.,1.4,13,4
C[C@H](N)c1nnc(SCC(=O)N(C)C)o1,-2.2,-8,1,-12,-1.7,i,-8,.,3,-1
CCCn1nc(NC(=O)C2CCCO2)c2cc3ccc(C)cc3nc21 (stereo unspecified),-0.1,-25,9,17,2.6,-0.2,4,5.7,-10,-34
CC(C)CC[n+]1ccccc1/C=C/c1ccc(N(C)C)cc1,-0.9,-1,0,-22,-16,-1.5,-1,-0.4,26,-4
COc1ccccc1N1CCN(CCCCOc2cccc3ccccc23)CC1,-0.5,28,34,-8,-0.9,-3.8,-8,.,16,-5
Cc1ccc(NC(=O)CSc2nncc3ccccc23)cc1,-0.3,-13,14,12,-2.9,-0.2,-1,-3.5,6,14
CCOC(=O)C1C(=O)NC(C)C1c1ccccc1 (stereo unspecified),-1.1,4,-9,15,-0.8,.,-4,.,12,-8
CSc1nc2c(c(-c3ccccc3)c1C#N)CCC2,-0.9,-75,0,.,?,i,-1,.,-1,1
COc1ccc(Cl)cc1-c1n[nH]c(=S)n1C1CCCCC1,1.6,20,11,2,-1.1,-1.4,1,.,23,-4
COc1ccc(C2(CNC(=O)Cc3ccc(OC)c(OC)c3)CCCC2)cc1,2.3,-2,0,24,-1.7,-0.2,2,-1.7,4,-5
C=CCOc1ccc2c(c1)C(=NO)c1cc(OCC=C)ccc1-2,-0.7,-6,0,19,-0.9,i,2,2.0,-3,0
Cc1cccc(NC(=S)NC(NC(=O)OCc2ccccc2)C(Cl)(Cl)Cl)c1 (stereo unspecified),-1.5,-6,-12,26,-0.6,-0.1,8,.,-6,5
O=C(CN1C(=O)c2ccccc2S1(=O)=O)NCc1ccccc1Cl,-0.7,0,0,25,-0.5,-0.5,0,1.8,-4,-8
O=C(Nc1ccccc1F)Nc1ccccc1F,2.8,-14,-1,18,0.0,-0.3,5,1.4,2,-1
O=C(Nc1ccon1)C12CC3CC(C1)CC(n1cnc([N+](=O)[O-])n1)(C3)C2,-1.3,-4,7,8,0.3,-5.6,4,-1.8,1,1
Cc1ccc(OCC(=O)N/N=C/C=C/c2ccco2)cc1C,0.2,.,20,38,-1.3,-0.1,2,0.0,-6,-4
